NALP3 yeast inh – inhibitors of NALP3 inflammasome in yeast | Yeast reconstituted NLRP3/ASC/caspase-1, beta-gal luminescence, 24 h | inhibition, % at 10 µM | actives 0.39% (n = 330,000) | AID 2825;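 active = inhibition of 50% or more; inactive = inhibition below 50%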;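 also: plate controls were induced DMSO wells for no effect and uninduced yeast grown without galactose for full effect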
TIM10 inh – inhibits growth of TIM10 yeast strain | inhibition, % at 10 µM | actives 1.4% (n = 330,000) | S. cerevisiae TIM10 strain growth, BacTiter-Glo luminescence, 24 h;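 active = inhibition of 40% or more at the single tested concentration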;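 also: wild-type TIM10 isogenic control strain grown at permissive 25 °C; 0% = DMSO yeast wells and 100% = minimal medium wells without yeast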
ATG4B inh – blocks human ATG4B protease cleavage of LC3 substrate. AID 504462. actives 0.51% (n = 340,000). Q9Y4P1. inhibition, % at 8.33 µM. ATG4B cleavage of LC3-PLA2, NBD-HPC fluorescence, 1 h; in the data active = inhibition above about 40%
mIAP act – mouse IAP activation. activation factor at 10 µM. actives 0.24% (n = 330,000). AID 2805. muIAP, CDP-Star luminescence, 30 min; hits give high values; 1 = vehicle-only enzyme signal, 0 = enzyme-free wells;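 active = activation factor of at least 2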; also: the source names both 10 and 20 µM as test concentration; values of inactives mirror those of a sister screen read the other way
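also added = chemiluminescent substrate CDP-Star | test system = mouse IAP enzyme | signal = chemiluminescence readout | compound = DMSO-dissolved test compounds | incubation = 30 min at room temperature | benchmarks = DMSO wells, no-enzyme wells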
hIAP inh – blocks human intestinal alkaline phosphatase; P09923; purified IAP, CDP-Star luminescence, 30 min; actives 0.12% (n = 330,000); inhibition, % at 10 µM;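 active = inhibition reaching a set limit with compound at 10 µM in the primary screen, cut at about 35% in these data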;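 also: plate controls were DMSO wells with enzyme for no effect and no-enzyme buffer wells for full effect; values of inactives mirror those of a sister screen read the other way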
tim10-1 inh – tim10-1 yeast growth inhibition. S. cerevisiae tim10-1 ts strain growth, BacTiter-Glo, 24 h. inhibition, % at 20 µM. actives 2.2% (n = 330,000);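 active = inhibition of at least 40%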;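 also: mutant grown at 25 °C; 0% = DMSO wells with yeast and 100% = wells holding no yeast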
Apaf-1 inh – blocks human Apaf-1 apoptosome activity. O14727. reconstituted apoptosome caspase-3 activity, DEVD-Rh110 fluorescence. inhibition, % at 20 µM. actives 0.71% (n = 330,000); active = inhibition of at least 40% at 20 µM;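 also: plate controls were DMSO wells for no effect and DEVD-CHO caspase inhibitor wells for full effect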
Target sequence (O14727 whole entry, looked up): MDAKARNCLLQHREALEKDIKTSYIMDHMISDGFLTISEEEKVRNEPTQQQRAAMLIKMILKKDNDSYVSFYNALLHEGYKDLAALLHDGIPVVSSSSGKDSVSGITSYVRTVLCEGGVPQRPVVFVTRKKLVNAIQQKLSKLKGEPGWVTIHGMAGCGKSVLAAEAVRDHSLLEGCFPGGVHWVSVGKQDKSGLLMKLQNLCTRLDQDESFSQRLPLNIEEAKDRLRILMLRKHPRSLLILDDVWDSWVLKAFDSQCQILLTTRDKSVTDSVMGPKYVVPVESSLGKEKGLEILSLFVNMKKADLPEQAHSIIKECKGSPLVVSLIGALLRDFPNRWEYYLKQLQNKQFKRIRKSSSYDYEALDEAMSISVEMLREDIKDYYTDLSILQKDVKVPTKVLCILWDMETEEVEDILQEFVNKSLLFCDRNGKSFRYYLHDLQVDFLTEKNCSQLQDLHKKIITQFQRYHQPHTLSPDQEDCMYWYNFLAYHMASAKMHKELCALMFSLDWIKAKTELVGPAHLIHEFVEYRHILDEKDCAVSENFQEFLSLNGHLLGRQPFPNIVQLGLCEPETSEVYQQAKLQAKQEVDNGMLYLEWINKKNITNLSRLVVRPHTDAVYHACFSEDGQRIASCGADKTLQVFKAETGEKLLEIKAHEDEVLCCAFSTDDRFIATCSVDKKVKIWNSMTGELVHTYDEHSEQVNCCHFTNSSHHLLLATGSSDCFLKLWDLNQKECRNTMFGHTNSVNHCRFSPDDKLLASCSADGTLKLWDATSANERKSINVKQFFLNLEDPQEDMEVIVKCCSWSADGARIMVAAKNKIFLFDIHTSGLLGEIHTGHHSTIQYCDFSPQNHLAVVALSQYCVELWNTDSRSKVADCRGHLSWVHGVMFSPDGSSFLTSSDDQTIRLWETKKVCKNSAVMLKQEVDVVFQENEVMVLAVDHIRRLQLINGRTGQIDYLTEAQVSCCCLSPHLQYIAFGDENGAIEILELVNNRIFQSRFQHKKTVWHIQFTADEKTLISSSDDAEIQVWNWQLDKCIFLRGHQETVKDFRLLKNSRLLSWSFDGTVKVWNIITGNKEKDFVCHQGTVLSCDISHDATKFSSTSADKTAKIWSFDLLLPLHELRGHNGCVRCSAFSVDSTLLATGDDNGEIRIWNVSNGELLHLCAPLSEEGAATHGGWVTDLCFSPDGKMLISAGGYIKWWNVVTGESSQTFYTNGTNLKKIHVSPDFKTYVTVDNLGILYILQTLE
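Material: reconstituted apoptosome with Apaf-1, cytochrome c, caspase-9, procaspase-3, dATP / Buffer or medium: pH 7.5 Hepes buffer with CHAPS, BSA, DTT / Also added: cytochrome c with DEVD-Rh110 / Schedule: compound with Apaf-1, dATP, procaspase-3 30 min, then 50 min reaction, room temperature / Technique: rhodamine 110 fluorescence at Ex 480/Em 540 nm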
mIAP inh – blocks mouse intestinal alkaline phosphatase; purified mouse IAP, CDP-Star luminescence, 30 min; inhibition, % at 10 µM; actives 0.2% (n = 330,000); AID 2806;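 active = inhibition of at least 40% at 10 µM in the primary screen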;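 also: plate controls were DMSO with enzyme for no effect and no enzyme wells for full effect; values of inactives mirror those of a sister screen read the other way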
hIAP activ – increases human intestinal alkaline phosphatase activity. P09923. purified human IAP, CDP-Star luminescence, 30 min; hits give high values; 1 = vehicle-only enzyme, 0 = enzyme-free background. activation factor at 10 µM. actives 0.16% (n = 330,000);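 active = activation factor of the enzyme at least 2-fold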; also: the source names both 10 and 20 µM as test concentration; values of inactives mirror those of a sister screen read the other way
* marks the source's active call; other numbers are inactive results; x = not tested or not shown. Not a hit list. Share with any hit: about 4.5%.

SMILES	NALP3 yeast inh	TIM10 inh	ATG4B inh	mIAP act	hIAP inh	tim10-1 inh	Apaf-1 inh	mIAP inh	hIAP activ
CCN(CC)c1ccc(CNc2nc3ccccc3n2CCN2CCCCC2)cc1	27	7	27	1	6	16	17	0	0.94
CC(C)C(=O)Nc1ccccc1N1CCN(C(=O)c2ccccc2)CC1	8	-3	3	1.1	9	2	-12	-7	0.91
COc1ccc(Cc2nnc3sc(SCC(=O)Nc4ccccc4)nn3c2=O)cc1OC	5	2	-3	0.81	12	-10	0	20	0.89
CC(=O)c1ccc(NC(=O)C2CC(=O)N(C(C)C)C2)cc1 (centres undefined)	11	4	4	0.93	0	4	-5	7	1
COc1ccc(N2CCN(C(=O)CCNS(=O)(=O)c3ccccc3)CC2)cc1	-24	-15	-10	1	4	3	1	-2	0.96
Cc1ccc(S(=O)(=O)NCC(=O)Nc2cccnc2)cc1C	15	-12	-7	0.92	-16	-11	-6	8	1.2
COc1ccc(CCNC(=O)c2ccc(OCC(=O)N3CCOCC3)c(OC)c2)cc1	4	17	-5	0.94	-10	7	-1	6	1.1
O=S(=O)(NCCN1CCOCC1)c1ccc2c(c1)OCCO2	-4	0	0	0.97	3	-5	-4	3	0.97
Cc1snc(SCc2c(F)cccc2Cl)c1C#N	19	0	7	0.91	1	14	6	9	0.99
COCCCNC(=O)c1cc(=O)n(Cc2ccc(Cl)cc2)c2ccccc12	6	-6	-6	0.94	13	16	-11	6	0.87
COc1ccc(F)cc1S(=O)(=O)N1CCN(c2ccccn2)CC1	16	1	-10	0.88	-6	-1	-7	12	1.1
CN(CCO)c1nc(N)c2c(N)nc3c(c2c1C#N)CC(=O)N3Cc1cccs1	15	-12	-17	1.1	-7	-1	77*	-5	1.1
Nc1ncnc2c1ncn2[C@@H]1O[C@H](CNS(=O)(=O)c2cc3ccccc3s2)[C@@H](O)[C@H]1O	x	-10	-5	1	x	7	11	-4	x
CCCn1c(=O)c2ccccc2n2c(SCc3nnc(-c4ccccc4Br)o3)nnc12	20	13	3	0.94	6	16	-13	6	0.94
O=C1CC(c2ccco2)CC(O)=C1C=Nc1ccc(Br)cc1 (centres undefined)	17	31	-2	0.93	-2	21	-16	7	1
CC(=O)c1cc(OC(=O)N2CCOCC2)ccc1OC(=O)N1CCOCC1	8	-24	-17	1	6	12	-4	-3	0.94
Clc1ccc(/C=N/Nc2nnc(Cl)c3ccccc23)cc1	24	20	-14	0.94	16	16	-11	6	0.84
CC(C)C(=O)N1N=C2CCCCC2C1(O)C(F)(F)F (centres undefined)	20	5	0	0.96	4	-11	-5	4	0.95
NC(=O)N/N=C/c1cn(CC(=O)Nc2ccc(F)cc2)c2ccccc12	-9	10	-17	1.2	0	-1	-10	-19	0.99
CCC(C)[C@H]1CN=C(N)N1CCc1cccc2ccccc12 (some centres undefined)	9	2	0	1.1	5	13	39	-6	0.95
COc1cc(NC(=O)c2cc([N+](=O)[O-])ccc2N2CCOCC2)ccc1NC(=O)c1ccco1	14	-20	-1	1	-3	-8	16	0	1
CC1CN(C(=O)c2cc(S(=O)(=O)N3CCCC3)c(Cl)cc2Cl)CC(C)O1 (centres undefined)	-2	-7	-4	1.1	0	6	-13	-8	1
CS(=O)(=O)c1ccc2nc(NC(=O)CCNC(=O)c3ccc([N+](=O)[O-])cc3)sc2c1	2	0	-8	1.1	6	-2	14	-7	0.94
CN1CCC(=NNC(=O)c2ccc(N(Cc3ccccc3Cl)S(C)(=O)=O)cc2)CC1	5	-4	-9	0.93	1	14	8	7	0.99

Reprinted at random: two records from the list, in no set order.
SMILES	NALP3 yeast inh	TIM10 inh	ATG4B inh	mIAP act	hIAP inh	tim10-1 inh	Apaf-1 inh	mIAP inh	hIAP activ
CC(C)C(=O)N1N=C2CCCCC2C1(O)C(F)(F)F (centres undefined)	20	5	0	0.96	4	-11	-5	4	0.95
CC1CN(C(=O)c2cc(S(=O)(=O)N3CCCC3)c(Cl)cc2Cl)CC(C)O1 (centres undefined)	-2	-7	-4	1.1	0	6	-13	-8	1

A different layout for 5 compounds above.
Under each structure – NALP3 yeast inh, TIM10 inh, ATG4B inh, mIAP act, hIAP inh, tim10-1 inh, Apaf-1 inh, mIAP inh, hIAP activ
- Nc1ncnc2c1ncn2[C@@H]1O[C@H](CNS(=O)(=O)c2cc3ccccc3s2)[C@@H](O)[C@H]1O
    x, -10, -5, 1, x, 7, 11, -4, x
- CCCn1c(=O)c2ccccc2n2c(SCc3nnc(-c4ccccc4Br)o3)nnc12
    20, 13, 3, 0.94, 6, 16, -13, 6, 0.94
- O=C1CC(c2ccco2)CC(O)=C1C=Nc1ccc(Br)cc1 (centres undefined)
    17, 31, -2, 0.93, -2, 21, -16, 7, 1
- CC(=O)c1cc(OC(=O)N2CCOCC2)ccc1OC(=O)N1CCOCC1
    8, -24, -17, 1, 6, 12, -4, -3, 0.94
- Clc1ccc(/C=N/Nc2nnc(Cl)c3ccccc23)cc1
    24, 20, -14, 0.94, 16, 16, -11, 6, 0.84

Carrying on.
SMILES	NALP3 yeast inh	TIM10 inh	ATG4B inh	mIAP act	hIAP inh	tim10-1 inh	Apaf-1 inh	mIAP inh	hIAP activ
CN1CCN(S(=O)(=O)c2cc([N+](=O)[O-])ccc2Cl)CC1	29	-8	0	1	12	-4	-11	-1	0.88
Cc1[nH]nc(SCC(=O)N2CCC(C)CC2)c1[N+](=O)[O-]	0	9	-4	1	-9	2	-4	-1	1.1
COc1cc(NC(=O)C2CC(=O)NC3=C2C(=O)CC(C)(C)C3)c(OC)cc1Cl (centres undefined)	15	3	0	0.82	-13	13	5	18	1.1
O=C(COc1cccc2cccnc12)N/N=C/c1ccccc1O	8	8	-8	0.99	-41	8	1	1	1.4
CC(C)c1onc(C(=O)N2CCC(C(N)=O)CC2)c1[N+](=O)[O-]	7	-1	-9	1	-19	20	8	0	1.2
CS(=O)(=O)ON=C1CCN(S(=O)(=O)c2ccccc2)CC1	-33	4	-2	1.1	-4	0	-14	-13	1
O=C(NCC(=O)N1CCOCC1)c1ccc(Cl)cc1	0	12	2	0.99	0	-10	-8	1	1
O=C(Nc1ccccc1N1CCOCC1)c1cccnc1	11	1	-10	0.98	19	-1	-1	2	0.81
NS(=O)(=O)c1ccc(NC(=O)c2ccc(CSc3ccccc3)o2)cc1	8	8	4	0.94	-15	6	-8	6	1.2
Cc1cccc(NCC(=O)c2c(N)n(C)c(=O)n(C)c2=O)c1C	14	-5	-10	1	-8	-4	7	-4	1.1
COc1ccc(NC(=O)C2C(=O)N(CCO)C3(C)CC2c2ccccc2O3)cc1 (centres undefined)	25	-2	-2	1	-18	5	1	-4	1.2
CC(C)CNC(=S)NNC(=O)CC(C)O (centres undefined)	-2	10	-11	0.95	-40	-1	-7	5	1.4
Cn1c(=O)[nH]c(=O)c2c1nc(Br)n2CCSc1nnnn1-c1ccccc1	6	10	2	0.98	-3	18	-20	2	1
COc1ccccc1C(O)(c1ccccc1)C(CN1CCOCC1)c1ccccc1 (centres undefined)	2	-1	-5	0.99	-5	2	20	1	1.1
O=C1C=C(c2ccoc2)N2CCC[C@H]2C1	21	0	2	0.88	13	-8	-3	12	0.87
Cc1ccnn1C(C)C(=O)O (centres undefined)	3	-15	-3	1.1	9	7	0	-10	0.91
Cc1ccc(NCCC(=O)c2ccc(Br)cc2)cc1	21	-4	3	0.9	22	1	-20	10	0.78
CC[N+](C)(C)c1cccc(O)c1	-11	3	-7	1.1	18	5	-12	-5	0.82
O=C(Nc1ccccc1)c1nc[nH]c1C(=O)NCCCCCCNC(=O)c1[nH]cnc1C(=O)Nc1ccccc1	-5	5	0	0.99	-77	9	17	1	1.8
CCC1(CC)C(=O)NC(=O)NC1=NCCc1ccc(O)cc1	-6	4	-3	0.99	16	11	-7	1	0.84
CCCCc1nnc(NC(=O)Cn2cnc3ccccc3c2=O)s1	0	-9	2	1.1	-2	0	6	-12	1
CC1(NC(=O)c2cc(-c3cccs3)nn2-c2ccccc2)CCS(=O)(=O)C1 (centres undefined)	-4	4	-4	1	14	10	10	-1	0.86
Cc1ccc(CCNC(=O)C2CCN(S(=O)(=O)N3CCC4(CC3)OCCO4)CC2)cc1	1	8	-14	1	-22	25	9	-4	1.2
CCOC(=O)N1CCN(C(=O)CSc2nc3c(cnn3-c3ccccc3)c(=O)[nH]2)CC1	0	-12	-5	0.9	11	-2	-3	10	0.89
O=C1CSC(c2ccccc2)N1c1ccc([N+](=O)[O-])cc1 (centres undefined)	17	1	-1	0.97	-1	3	6	3	1
CCOC(=O)N1CCN(C(=O)c2ccc3c(SCC(=O)O)c4c(nc3c2)CCC4)CC1	0	-1	0	1.1	-14	1	1	-10	1.1
COc1ccc(/C=C(\C#N)C(=O)NCc2cccnc2)cc1OC	7	19	-5	1	-12	39	2	-1	1.1
O=C(O)C1C2C=CC(C2)C1C(=O)N1CCOCC1 (centres undefined)	2	9	-8	1.1	4	13	-9	-11	0.96
N#CCSc1nc2scc(-c3cccs3)c2c(=O)n1CCc1ccccc1	9	-12	-9	1.1	7	22	15	-12	0.93
Cc1ccc2oc(=O)c3cc(C(=O)NCCCN4C(C)CCCC4C)sc3c2c1 (centres undefined)	15	-7	-1	0.96	2	-3	17	4	0.98
CC1C(=NO)C(C)C(c2ccc(N(C)C)cc2)NC1c1ccc(N(C)C)cc1 (centres undefined)	21	-1	-16	1.1	7	15	-15	-7	0.93
COc1ccc2[nH]c(=O)c(-c3noc(-c4ccccc4)n3)cc2c1	9	-14	-1	0.95	-15	-38	25	5	1.2
CS(=O)(=O)C1=NSC2=NC(=O)/C(=C\c3ccc(OC(=O)c4ccco4)cc3)C(=N)N21	21	6	x	0.92	16	7	-3	8	0.84
CN(C(=O)CN1CCC(NC(=O)c2ccccc2Br)CC1)C1CCCCC1	7	-4	8	0.95	-1	4	3	5	1
C#CCOCCOCCOCCNc1nc(N2CCN(C(=O)[C@H]([C@@H](C)CC)n3cc([C@@H](N)Cc4ccc(O)cc4)nn3)CC2)nc(N2CCN(C(=O)[C@H]([C@@H](C)CC)n3cc([C@@H](N)CC(C)C)nn3)CC2)n1	11	2	-9	1.1	9	-12	32	-8	0.91
Cc1cccc(N2C(=O)CSC23CCCCC3)c1	12	3	-9	0.97	9	15	-1	2	0.91
Cc1ccc(-c2nc(C(F)(F)F)cc(=O)[nH]2)cc1	3	3	-2	0.96	11	4	-10	4	0.89
CCC(c1nnnn1CCc1ccccc1)N1CCN(c2ccc(OC)cc2)CC1 (centres undefined)	-26	43*	-10	1.1	0	41*	18	-9	1
Cc1ccc(-c2csc3nc4c5ccccc5c(NCCCN5CCOCC5)nn4c(=O)c23)cc1	9	-1	x	1.1	-15	43*	13	-11	1.2
C/C(CC(=O)NCCCN1CCOCC1)=N\NC(=O)COc1ccc(Cl)cc1	6	-10	-2	0.9	1	2	-10	10	0.99
CC1C=CCC2C(=O)N(c3ccccc3OC(=O)c3cccs3)C(=O)C12 (centres undefined)	-3	-13	8	0.99	4	29	4	0	0.96
Cc1cccc[n+]1CC(=O)Nc1ccc([N+](=O)[O-])cc1	9	8	-1	1	-16	1	-16	-4	1.2
O=C(CCn1c(=O)c2ccccc2n(CC(=O)NC2CCCC2)c1=O)NCc1ccco1	8	-4	-8	1	-28	25	4	-4	1.3

Screening data as filed in PubChem.
